GASC-1 inh: human JMJD2C demethylase inhibition; Q9H3R0; GST-JMJD2C(1-420) H3K9me3 demethylation, DELFIA europium; inhibition, % at 2.35 µM; hit rate 0.069% among 330,000; AID 2099;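 active = more than half of a compound's replicate wells show inhibition beyond 50%, single wells judged on their own value; inconclusive = some, but no more than half, of replicates pass 50% inhibition; inactive = no replicate passes 50% inhibition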;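 note: signal counts dimethyl H3K9 product captured on neutravidin plate; 0% = median of DMSO wells and 100% = 0.3 times that DMSO median; strong numbers were not always called active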
Target sequence (Q9H3R0 1-420 limits assumed): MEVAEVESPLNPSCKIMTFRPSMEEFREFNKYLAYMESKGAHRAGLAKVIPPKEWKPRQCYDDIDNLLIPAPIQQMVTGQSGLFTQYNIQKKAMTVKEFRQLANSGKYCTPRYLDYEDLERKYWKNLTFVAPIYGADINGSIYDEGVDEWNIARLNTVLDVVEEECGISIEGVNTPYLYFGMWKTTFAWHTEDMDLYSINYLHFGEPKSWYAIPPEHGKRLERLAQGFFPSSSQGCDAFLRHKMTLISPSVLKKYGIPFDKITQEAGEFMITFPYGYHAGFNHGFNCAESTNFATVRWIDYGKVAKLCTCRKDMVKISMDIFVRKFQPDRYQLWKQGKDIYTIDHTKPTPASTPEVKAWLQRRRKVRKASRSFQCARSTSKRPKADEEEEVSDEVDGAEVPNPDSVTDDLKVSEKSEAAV
LAP4 TOR yeast: yeast TOR pathway LAP4-GFP modulation. S. cerevisiae LAP4-GFP multiplex, flow cytometry GFP, 3 h; median GFP as percent of DMSO wells. GFP response vs DMSO, % at 10 µM. hit rate 0.34% among 320,000;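 active = GFP response vs DMSO above a set limit, about the screen mean plus 3 SD, cut at about 150% in these data; inconclusive = under 70 cell events counted for the yeast strain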
AGP1-GFP MLPCN: yeast TOR pathway AGP1-GFP modulation. S. cerevisiae AGP1-GFP multiplex flow cytometry, 3 h; GFP as percent of DMSO wells. GFP response vs DMSO, % at 10 µM. hit rate 0.02% among 320,000;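 active = GFP response relative to DMSO above a set limit, near screen average plus 3 SD, cut at about 150% in these data; inconclusive = fewer than 70 cells counted for the yeast strain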;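 note: median GFP channel fluorescence of the gated AGP1 strain per well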
GRK2 inh: inhibitors of human GRK2 displacing RNA aptamer | bead flow cytometry, FAM-aptamer displacement from GRK2 | inhibition of aptamer binding, % at 10 µM | hit rate 0.59% among 330,000 | AID 488847;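 active = inhibition of aptamer binding above 40%, roughly 3 SD of noise, on plates passing a quality check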;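 note: median bead fluorescence of bound FAM aptamer so fluorescent compounds give negative values; no value below 0 was filed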
Target sequence (P25098 whole entry, looked up): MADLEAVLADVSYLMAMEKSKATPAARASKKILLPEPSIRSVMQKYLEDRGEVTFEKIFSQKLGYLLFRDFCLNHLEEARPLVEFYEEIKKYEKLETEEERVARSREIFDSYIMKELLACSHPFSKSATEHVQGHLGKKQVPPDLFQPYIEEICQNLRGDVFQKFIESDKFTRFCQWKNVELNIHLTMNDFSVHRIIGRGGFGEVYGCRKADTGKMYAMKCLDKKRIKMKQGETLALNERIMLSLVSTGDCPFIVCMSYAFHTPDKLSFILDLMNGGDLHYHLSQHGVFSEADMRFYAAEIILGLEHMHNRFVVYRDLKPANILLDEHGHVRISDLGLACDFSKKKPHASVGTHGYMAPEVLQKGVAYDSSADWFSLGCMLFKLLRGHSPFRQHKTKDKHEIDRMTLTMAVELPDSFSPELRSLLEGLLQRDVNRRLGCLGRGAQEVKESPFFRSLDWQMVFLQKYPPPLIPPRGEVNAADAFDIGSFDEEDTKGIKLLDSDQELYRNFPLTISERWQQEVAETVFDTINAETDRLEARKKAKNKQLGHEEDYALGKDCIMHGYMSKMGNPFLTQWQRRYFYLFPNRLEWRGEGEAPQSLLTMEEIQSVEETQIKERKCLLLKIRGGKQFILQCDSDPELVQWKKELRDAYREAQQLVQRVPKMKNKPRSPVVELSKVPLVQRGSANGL
MEP2 TOR yeast: alters MEP2-GFP fluorescence in TOR pathway yeast screen; S. cerevisiae MEP2-GFP strain, flow cytometry GFP, 3 h; 100% = DMSO control level; GFP response vs DMSO, % at 10 µM; hit rate 0.51% among 330,000;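 active = GFP response versus DMSO above a set limit, roughly screen mean plus 3 SD, cut at about 180% in these data; inconclusive = fewer than 70 cells counted for a yeast strain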;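 note: median GFP fluorescence of the barcode-gated MEP2-GFP cells per well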
RPL19A-GFP yeast: yeast TOR pathway RPL19A-GFP modulation; S. cerevisiae RPL19A-GFP strain, flow cytometry, 3 h; hits give low values; AID 2025; hit rate 0.3% among 330,000; percent response vs DMSO, % at 10 µM;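 active = percent response vs DMSO below 50%; inconclusive = fewer than 70 events counted for the yeast strain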;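 note: median channel GFP fluorescence of the barcoded RPL19A-GFP strain; ratio of sample median GFP to plate DMSO average so 100% = DMSO; lower means less RPL19A-GFP as with rapamycin TOR inhibition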
CIT2-GFP yeast: modulators of TOR pathway CIT2-GFP in S. cerevisiae; hit rate 0.065% among 320,000; AID 2029; GFP response vs DMSO, % at 10 µM; S. cerevisiae CIT2-GFP strain, flow cytometry, 3 h; 100 means same as DMSO wells;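 active = GFP response relative to DMSO above a set limit, near the screen mean plus 3 SD, cut at about 150% in these data; inconclusive = Fewer than 70 cells measured for a yeast strain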;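 note: ratio of well median GFP fluorescence to mean of DMSO wells on the plate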
VLA-4 inh: inhibition in a human VLA-4 binding assay. VLA-4 expressing cells, ligand binding flow cytometry. inhibition, % (about 7 µM as worked out from the volumes in the protocol). hit rate 0.2% among 330,000; in the data active = inhibition above about 50%
An asterisk follows results filed as active; ? = inconclusive; . = no result given; [ ] = another dose, or the depositor's remark. Rows were taken by chance; 1.7% or so of the library scored in one or more.

SMILES	GASC-1 inh	LAP4 TOR yeast	AGP1-GFP MLPCN	GRK2 inh	MEP2 TOR yeast	RPL19A-GFP yeast	CIT2-GFP yeast	VLA-4 inh
C[C@H](NC(=O)c1nc[nH]c1C(=O)N(C)Cc1ccccc1)C(=O)OC(C)(C)C	-2	127	79	0	95	97	67	10
CCN(C(=O)COC(=O)c1nn(-c2ccccc2)c(=O)c2ccccc12)C1CCS(=O)(=O)C1 (stereo unspecified)	-4	101	105	3	95	97	96	-16
CC(Oc1ccccc1Br)C(=O)N1CCc2ccccc21 (stereo unspecified)	-1	106	.	0	107	97	97	4
COc1cccc(C(=O)NNC(=O)c2ccc(NS(=O)(=O)c3cccs3)cc2)c1OC	5	102	104	4	93	98	100	-2
COc1ccc(NC(=O)/C(C#N)=C\c2ccc(-c3cccc(C(=O)O)c3C)o2)cc1	-3	105	95	13	98	100	92	1
Cc1ccc(N(CC(=O)NCc2ccco2)S(=O)(=O)c2ccccc2)cc1	-1	97	96	1	99	100	90	0
C[N+]1(C)CCC(=C2c3ccccc3CC(=O)c3sccc32)CC1	10	104	85	1	99	93	.	6
CCOC(=O)c1c(NC(=O)CN2CCN(C(=O)c3ccco3)CC2)sc2c1CCCC2	-9	124	97	13	102	97	87	-7
O=C(COc1ccc(S(=O)(=O)N2CCOCC2)cc1)NCc1ccccc1	2	100	107	0	97	93	96	-4
Cc1nn(C)cc1-c1n[nH]c(=S)n1-c1ccc(F)cc1	-10	99[may fluoresce violet]	17[may fluoresce violet]	0	126[may fluoresce violet]	96[may fluoresce violet]	?	6
O=C1CCc2cc(S(=O)(=O)N3CCCCC3)cc3c2N1CCC3	12	87	92	3	99	95	76	0
CC(=O)c1c(N2CCN(c3ccccn3)CC2)nc(=S)n(-c2ccccc2)c1C	5	96	106	4	99	104	101	0
COc1cc(OC)c(C(=O)N2CCN(c3ccccn3)CC2)cc1OC	4	93	98	0	107	102	105	16
Clc1ccc(CSc2nnc(-c3ccc4c(c3)OCO4)o2)cc1	4	106	99	3	99	98	94	-7
C=CCN(c1ccccc1OC)S(=O)(=O)c1cccc(C(=O)OCC(=O)c2c[nH]c3ccccc23)c1	-10	94	101	0	101	100	97	13
Cc1ccc(C2=NN=C(NC(=O)CSc3nnc4c5ccccc5n(C)c4n3)SC2)cc1	-9	93	91	3	100	96	99	-1
CCC(CC)C(=O)c1c[nH]c(C(=O)NCc2cccnc2)c1	6	96	109	2	108	102	100	-9
CC(Sc1nnnn1C)C(=O)NC1CCCC1 (stereo unspecified)	0	97	102	0	99	99	108	0
CCOC(=O)c1nc(NCc2ccccc2C)c2ccccc2n1	10	89	96	0	99	99	101	0
CCOC(=O)N/N=C\c1ccc(OC(=O)c2ccc3c(c2)OCO3)cc1	7	106	92	0	93	95	97	6
COc1ccccc1NC(=O)CCC(=O)N(Cc1ccc(OC)c(OC)c1)c1nccs1	6	107	104	0	95	96	95	-3
COc1cc(C(=O)N/N=C/c2ccc(OC)c(CN3CCN(c4ccc(F)cc4)CC3)c2)ccc1O	-7	96	96	0	93	94	93	20
COc1ccc(C(=O)NCC2COc3ccccc3O2)cc1S(=O)(=O)N1CCOCC1 (stereo unspecified)	0	105	106	0	102	103	104	-4
OC(Cn1cncn1)(c1ccccc1)c1ccccc1	-18	102	116	0	103	98	104	5
CCCCc1nc2sc3c(=O)[nH]cnc3c2c2c1CCCC2	-2	99	107	0	103	99	104	-2

(cont.)
SMILES	GASC-1 inh	LAP4 TOR yeast	AGP1-GFP MLPCN	GRK2 inh	MEP2 TOR yeast	RPL19A-GFP yeast	CIT2-GFP yeast	VLA-4 inh
CCOc1ccc(OCC)c(NC(=O)C2CCCN2S(=O)(=O)c2cccc3cccnc23)c1 (stereo unspecified)	5	96	103	3	99	99	99	45
CCCCN(C)CCCNC(=O)c1cc(Nc2ccc(OC)c(OC)c2)nc2ccccc12	-2	.	90	0	92	86	92	4
CCN1CCN(c2cc(C)c3cc(NC(=O)CCC(=O)N4CCN(c5ccccc5)CC4)ccc3n2)CC1	11	92	101	0	104	106	106	0
O=C(Nc1ccc(N2C(=O)c3cccc4cccc(c34)C2=O)cc1)c1ccc(N2CCCCC2)c([N+](=O)[O-])c1	-17	103	98	0	97	109	104	-4
COc1ccc(C(=O)Nc2ccc(Nc3ccccc3)cc2)cc1[N+](=O)[O-]	6	97	102	1	107	101	103	27
O=C(C[n+]1cccc(NC(=O)c2ccccc2)c1)c1ccccc1	-1	90	95	0	95	90	93	-6
COc1cc(NC(=O)COc2ccccc2)c(OC)cc1NC(C)=O	0	102	95	0	94	99	87	6
CCOC(=O)C1CCCN(C(=O)c2ccc(C)c(NC(=O)C3=C(C)OCCS3)c2)C1 (stereo unspecified)	3	103	101	0	99	100	106	7
CCCN1CCC(NCc2cn(C)nc2-c2ccc(Oc3ccccc3)cc2)CC1	-9	110	97	0	102	96	89	10
O=Cc1ccc(OCC(=O)Nc2ccccc2-c2ccccc2)cc1	13	93	92	61*	100	99	83	-3
CNC(=O)c1ncnnc1N(C)C(=O)NCc1ccccc1	-2	95	102	0	106	101	98	7
O=C(Nc1ccccn1)c1ccc(NC(=O)c2ccco2)cc1	-1	99	90	0	94	91	84	0
CN(C(=O)CCN1C(=O)/C(=C/c2ccccc2)SC1=S)C1CCS(=O)(=O)C1 (stereo unspecified)	2	95	98	72*	115	102	100	15
CCCCOC(=O)c1ccc(S(N)(=O)=O)o1	2	93	99	0	101	104	100	-3
O=C1NCCN1Cc1ccc(F)cc1	8	102	98	0	93	102	98	1
COC(=O)C(C(=O)NCC1CCCO1)C1CCCCCC1 (stereo unspecified)	0	107	109	1	114	105	98	0
Cc1cc(=O)[nH]c2c(C)cc(S(=O)(=O)Nc3ccc(O)cc3)cc12	-10	95	93	7	102	100	97	-11
O=C(COC(=O)c1cn(-c2ccccc2)nc1-c1cccs1)NC1CC1	7	100	93	1	97	91	95	18
O=C(Nc1nc2ccccc2n1CCN1CCCCC1)C1CCCCC1	-5	99	111	1	100	104	112	8
CN(Cc1ccccc1)c1nc(N)nc(Cl)c1C=O	-33	105	105	2	100	99	101	7
COCCN(CCOC)C(=O)c1ccc(NS(=O)(=O)c2ccc3c(c2)OCCO3)cc1	13	100	102	0	105	93	104	4
Clc1ccc(OCCNCCc2ccccc2)cc1	6	93	107	0	109	107	111	2
Cc1ccc(NCc2n[nH]c(=S)n2-c2cccc(Cl)c2)cc1	0	106	107	5	113	105	90	5
COc1ccc(CCNC(=O)CCCCCN2C(=O)c3ccccc3C2=O)cc1OC	-5	96	99	0	107	106	106	-2
CCOc1ccc(CCNC(=O)C2CCN(S(=O)(=O)c3ccc(C)cc3)CC2)cc1OCC	22	92	92	2	100	105	89	-2

More entries.
SMILES	GASC-1 inh	LAP4 TOR yeast	AGP1-GFP MLPCN	GRK2 inh	MEP2 TOR yeast	RPL19A-GFP yeast	CIT2-GFP yeast	VLA-4 inh
C=C(C)c1cccc(C(C)(C)NC(=O)Nc2ccc(OC)nc2)c1	-9	92	95	0	99	102	90	14
C/C(=N/NC(=O)Cn1nc2ccccc2n1)c1ccc(F)cc1	19	96	96	2	111	103	106	5
COc1ccc(S(=O)(=O)N2CCN(CCc3ccccc3)CC2)cc1	6	93	99	0	100	99	102	5
O=S(=O)(Nc1cccc(-c2cn3cccnc3n2)c1)c1ccccc1	-5	101	108	0	109	107	109	6
O=c1ccc(Oc2nc(N3CCOCC3)nc(N3CCOCC3)n2)nn1-c1ccccc1	14	100	103	0	103	108	105	-1
O=C(O)c1cccc(S(=O)(=O)Nc2ccccc2Cc2ccccc2)c1	21	96[may fluoresce violet]	20[may fluoresce violet]	1	265*[may fluoresce violet]	53[may fluoresce violet]	?	25
O=C(/C=C/c1ccccc1)NCCc1nc2ccccc2[nH]1	-5	108	109	0	98	99	109	4
CCCc1cc(=O)oc2c3c(cc(OCC(=O)N[C@@H](CSC)C(=O)O)c12)OC(C)(C)CC3	2	87	94	3	93	93	96	6
O=C(NCCC1CCCCN1S(=O)(=O)c1ccccc1)C(=O)Nc1ccccc1 (stereo unspecified)	1	105	108	3	101	98	101	7
O=C(Nc1ccccc1)c1cc([N+](=O)[O-])ccc1N1CCCCC1	-4	101	99	4	95	95	104	-5
Cc1noc(C)c1CN1C(=O)NC(Cc2ccccc2)(Cc2ccccc2)C1=O	8	99	104	2	102	101	95	3
COc1ccccc1C(=O)NCCC(=O)NN1C(=O)NC2(CCCCC2)C1=O	7	103	106	4	103	101	102	-7
O=C(NCCc1cccs1)c1ccc(Cl)c(Cl)c1	2	81	86	0	?	98	79	5
NC(=O)Nn1c(CCC(=O)O)ccc1-c1ccc(F)cc1	12	107	101	1	105	96	92	14
Cc1ccccc1SCC(=O)OCC(=O)NCCNC(=O)COC(=O)CSc1ccccc1C	-4	107	110	6	114	103	103	17
COc1ccc(Br)cc1C(=O)Nc1cccc(C)c1C	2	101	96	0	104	103	100	-11
Cc1ccc(NC(=O)CSc2nc3ccccc3c(=O)n2CCCC(=O)NCC2CCCO2)cc1 (stereo unspecified)	?	87	92	1	100	95	92	10
COC(=O)c1ccc(NC(=O)CSc2nncc3ccc(OC)c(OC)c23)cc1	3	78	86	0	99	105	84	11
O=C(Oc1ccc2c(c1)O/C(=C\c1ccncc1)C2=O)c1cccs1	-1	112	108	3	103	101	103	1
Fc1ccc(CNc2cnccn2)cc1	3	98	94	64*	93	92	87	14
CC1(C)CC(NC(=O)c2cccc(Cl)c2)CC(C)(C)N1	1	82	107	0	106	109	117	0
CN(Cc1ccccc1)C(=O)c1ccco1	3	100	101	1	98	96	95	-7
N=c1c(C(=O)NCc2ccco2)cc2c(=O)n3ccccc3nc2n1Cc1ccc(Cl)cc1	1	104[may fluoresce violet]	.	0	100[may fluoresce violet]	94[may fluoresce violet]	?	11
COc1cc(NC2c3ccccc3C(=O)N2c2cc(C)ccn2)cc(OC)c1OC (stereo unspecified)	-1	115	94	0	97	105	100	-6
CCOc1ccccc1CNC(=O)C1CCCN(c2nn3c(=O)cc(C)nc3s2)C1 (stereo unspecified)	-3	109	106	0	108	104	108	22

(next part)
SMILES	GASC-1 inh	LAP4 TOR yeast	AGP1-GFP MLPCN	GRK2 inh	MEP2 TOR yeast	RPL19A-GFP yeast	CIT2-GFP yeast	VLA-4 inh
CC1CCN(C(=O)CSc2nnc(CNC(=O)c3ccc(F)cc3)o2)CC1	4	106	114	2	108	106	109	-3
CCC(C(=O)Nc1ccccc1OC)n1c(C(=O)OC)cc2ccsc21 (stereo unspecified)	4	97	97	3	97	98	93	-8
CCc1nn(CCCC(=O)NCc2ccc(OC(C)C)cc2)c(=O)c2cc3occc3n12	9	95	96	3	94	92	99	-8
COc1cccc(CN(C)C(=O)C2CC(=O)N(c3ccc4c(c3)OCCO4)C2)c1 (stereo unspecified)	4	108	109	0	101	99	100	6
COc1cccc(OC)c1C(=O)OCC(=O)Nc1cccnc1Cl	11	102	99	4	100	96	94	3
c1ccc(-c2noc(-c3ccc4c(c3)OCO4)n2)cc1	3	?	?	7	?	?	?	-6
CSCCn1c(C(C)(C)C)cc(C(=O)O)c1C	30	116	102	2	101	104	88	3
Cc1cc(C)c(NC(=O)Nc2ccccc2C)c(Cl)c1	-5	97	101	0	96	98	104	0
CN(C)S(=O)(=O)c1ccc(S(=O)(=O)NCCN2CCOCC2)cc1	-5	107	104	3	119	102	104	10
CCOC(=O)C1=C(N)n2c(s/c(=C\c3cccnc3)c2=O)=C(C(=O)OC)C1c1cccnc1 (stereo unspecified)	-10	100	100	0	96	101	98	-5
